PRMT1 FP inh = blocks human protein arginine methyltransferase 1; Q99873; recombinant PRMT1, activity-based probe fluorescence polarization; inhibition, % at 2.79 µM; hit rate 1.3% among 370,000; AID 652257;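 active = inhibition above about 21% made by adding two undisclosed values, limit read from the data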
UHRF1 binding = blocks human UHRF1 binding to methylated DNA. Q96T88. inhibition, % at 4.4 µM. UHRF1 binding to methylated oligo, TR-FRET. AID 687016. hit rate 0.75% among 370,000; in the data active = inhibition above about 21%;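 also: UHRF1 SRA domain binding a hemimethylated CpG hairpin DNA probe; 0% = median of test compound wells and 100% = reference inhibitor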
ABHD4 inh = ABHD4 (mouse) inhibition, primary FP screen; Q8VD66; purified mABHD4, FP-Rh probe fluorescence polarization; inhibition, % at 8.92 µM; hit rate 0.54% among 370,000; AID 720543;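 active = inhibition exceeding the mean over every tested compound plus 3 SD, cut at about 30% in these data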;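 also: 0% = plate median of compound wells and 100% = S159A mutant with DMSO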
Target sequence (Q8VD66 whole entry, looked up): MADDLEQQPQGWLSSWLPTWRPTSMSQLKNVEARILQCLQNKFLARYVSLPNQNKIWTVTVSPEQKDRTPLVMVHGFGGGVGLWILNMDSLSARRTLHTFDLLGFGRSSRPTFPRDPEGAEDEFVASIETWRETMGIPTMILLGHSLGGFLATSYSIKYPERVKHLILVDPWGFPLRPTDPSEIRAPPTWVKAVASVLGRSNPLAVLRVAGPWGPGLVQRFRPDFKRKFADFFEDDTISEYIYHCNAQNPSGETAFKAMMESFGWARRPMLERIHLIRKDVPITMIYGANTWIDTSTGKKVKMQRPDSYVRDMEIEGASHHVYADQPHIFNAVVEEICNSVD
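Assay system: Wild-type mouse ABHD4 protein | Medium: HEPES pH 7.0 buffer, 150 mM NaCl, 0.01% Pluronic F-127 | Incubation: Enzyme–compound pre-incubation 45 min, then probe 60 min, both 25 °C | Technique: Fluorescence polarization with parallel and perpendicular emission, 525/598 nm | Evaluation: % inhibition of FP-Rh probe binding versus controls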
TCR-CD3 inh = blocks the human TCR-CD3 interaction. hit rate 0.37% among 360,000. TAMRA-labeled TCR probe fluorescence, biochemical. inhibition, % at 9.4 µM. AID 651800; in the data active = inhibition above about 19%;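 also: recombinant mutant TCR 2C K166C tagged with TAMRA read by polarization; 0% = receptor in buffer alone and 100% = receptor with positive control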
SIAE inh = blocks human sialic acid acetylesterase. Q9HAT2. SIAE FP-Rh probe binding, fluorescence polarization. inhibition, % at 9.66 µM. hit rate 0.69% among 370,000;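 active = inhibition above a cutoff: mean of compounds within the control limits plus 3 SD of those, cut at about 17% in these data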;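 also: 0% = plate median of compound wells and 100% = probe without SIAE protein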
Target sequence (Q9HAT2 whole entry, looked up): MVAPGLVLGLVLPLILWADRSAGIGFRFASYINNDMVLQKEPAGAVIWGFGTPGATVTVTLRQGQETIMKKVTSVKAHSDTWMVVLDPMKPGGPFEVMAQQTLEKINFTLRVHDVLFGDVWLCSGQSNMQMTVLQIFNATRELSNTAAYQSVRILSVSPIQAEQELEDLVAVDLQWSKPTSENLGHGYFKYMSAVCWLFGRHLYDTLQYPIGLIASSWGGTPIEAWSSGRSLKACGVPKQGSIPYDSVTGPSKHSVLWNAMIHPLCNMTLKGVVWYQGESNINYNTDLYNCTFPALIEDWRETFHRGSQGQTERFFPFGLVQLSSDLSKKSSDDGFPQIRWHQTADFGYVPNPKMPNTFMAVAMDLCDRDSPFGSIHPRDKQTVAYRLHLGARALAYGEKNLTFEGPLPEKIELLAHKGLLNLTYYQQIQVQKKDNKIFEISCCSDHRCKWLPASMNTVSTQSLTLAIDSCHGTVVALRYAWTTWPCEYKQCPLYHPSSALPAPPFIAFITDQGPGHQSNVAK
TDP2 absorb = TDP2 (human) inhibition, absorbance primary screen. AID 720702. O95551. hit rate 0.34% among 370,000. recombinant TDP2, T5PNP hydrolysis, p-nitrophenol absorbance 415 nm. inhibition, % at 12.8 µM;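 active = inhibition above the mean of all tested compounds plus 3 SD, set per campaign, cut at about 25% in these data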;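 also: 0% = DMSO with enzyme and 100% = buffer with substrate but no TDP2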
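System: recombinant human TDP2 / Amount: 120 nM TDP2 per well / Also added: 5 mM T5PNP chromogenic substrate / Doses: 12.8 µM single point, 1% DMSO / Incubation: 2 h at 37 °C / Detection: p-Nitrophenol epi absorbance / Evaluation: % inhibition relative to enzyme-containing and enzyme-free wells / Repeats: singlicate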
LEDGF integ inh = blocks HIV-1 LEDGF/p75-dependent DNA integration | inhibition, % at 3.7 µM | TR-FRET IN-LEDGF/p75 DNA integration, Eu/Cy5 | hit rate 0.64% among 370,000 | AID 743269;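 active = inhibition above the screen-wide mean plus 3 SD, cut at about 13% in these data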;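 also: signal is the Cy5 over europium emission ratio at 671 and 618 nm; 0% = plate median of compound wells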
PG9 binder = small molecules binding HIV-1 gp120 antibody PG9 | TR-FRET gp120-PG9 antibody binding | inhibition, % at 6.7 µM | AID 624416 | hit rate 0.43% among 360,000; in the data active = inhibition above about 8.5%
HTRA1 inh = HTRA1 (human) protease inhibition; recombinant HTRA1, FP-rhodamine activity-based probe, fluorescence polarization; Q92743; hit rate 0.5% among 340,000; inhibition, % at 5.96 µM; in the data active = inhibition above about 36%;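 also: 0% = enzyme with DMSO and 100% = wells lacking enzyme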
Tn7 DDE FP = disrupts Tn7 cyclic peptide binding to fibrin D-Dimer-E complex. P02675. FP displacement of FITC-Tn7 peptide from fibrin DD(E); 0% = median of compound wells per plate. inhibition, % at 8.3 µM. hit rate 0.13% among 370,000. AID 720508;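 active = inhibition above the mean of compounds falling within the control limits plus 3 SD of them, cut at about 14% in these data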;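 also: 0% = plate median of compound wells and 100% = 10 µM Aha-Tn7 peptide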
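Measure: % inhibition scaled between sample-field median and high-control FP; Test system: human fibrin DD(E); Quantity: 2 µM final DD(E) protein; Doses: one dose, 8.3 µM nominal; Schedule: compound with protein 10 min, then 3 h after probe, room temperature; Detection: fluorescence polarization; Medium: Tris buffer with calcium and detergent, pH 7.8.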
The depositor's hits bear a star; x = no result given.

PRMT1 FP inh	UHRF1 binding	ABHD4 inh	TCR-CD3 inh	SIAE inh	TDP2 absorb	LEDGF integ inh	PG9 binder	HTRA1 inh	Tn7 DDE FP	Structure
-1	-3	-4	-1	4	6	-1	-1.9	-6	1	O=C(CSc1nc2nn(-c3ccccc3)c(=O)c-2c2n1CCCCC2)Nc1ccc(OC(F)F)cc1
2	-1	3	5	4	-4	2	0.4	4	8	Cc1ccc(NC(=S)N2CCC(NC(=O)c3cccc(F)c3)CC2)cc1
-2	-6	-9	3	6	-3	5	-2.7	-20	-5	Cc1occc1C(=O)N/N=C/c1cccc2ccccc12
1	-1	-3	13	-4	3	2	1.5	-9	4	O=C(Nc1ccccc1)Nc1ccccc1Br
2	0	5	-1	-8	4	0	1.8	-139	-11	COc1cccc(NC(=O)CN(C)C(=O)c2c(C)nn(-c3ccccc3)c2Cl)c1
3	-1	-4	-6	2	8	2	-0.3	-4	-2	O=C(CCS(=O)(=O)c1ccccc1)NNC(=O)COc1ccc(F)cc1
-1	0	-15	6	-17	-10	2	-0.5	3	0	O=C(N/N=C/c1cn(-c2cccs2)nc1-c1ccccc1)c1ccccc1O
-4	7	-11	3	-4	-25	1	-0.2	-7	-1	CCOc1cc(S(=O)(=O)NCCc2cccc(C)c2)c(OCC)cc1-n1cnnn1
-1	1	6	0	3	-1	-1	-0.4	3	-5	COc1cccc(/C=C/C(=O)N2CC(C)OC(C)C2)c1OC (centres undefined)
4	0	11	5	7	-3	1	-1.2	6	5	CCC1S/C(=C(\C#N)C(N)=O)N(c2ccc(F)cc2)C1=O (centres undefined)
-2	1	-47	-6	9	-1	1	2.5	x	0	Cc1nc2ccc(C(=O)Nc3cccc(OCC(=O)N(C)C)c3)cn2c1N(C)CC1CCCCC1
1	-6	0	9	-3	-8	2	-0.3	-1	-7	Cc1cccc(Nc2nc(NCC3CCCO3)nc(N)c2[N+](=O)[O-])c1 (centres undefined)
3	-1	-4	-7	-5	-2	-5	0.7	-19	2	COc1ccc2cc(C(=O)Nc3ccccc3)sc(=O)c2c1OC
3	5	1	-12	-2	5	-2	0.9	11	1	CN(C)C(CNC(=O)c1ccc2[nH]c(=O)c(=O)[nH]c2c1)c1ccco1 (centres undefined)
-2	-9	25	1	24*	-6	-2	-8.8	7	-9	COc1ccc2nc(C)cc(N/N=C/c3cccc(OC)c3O)c2c1
3	0	0	-5	-3	2	-6	-1.3	-4	6	CC(c1nccs1)N(C)C(=O)c1cn(Cc2cccc3ccccc23)nn1 (centres undefined)
1	3	9	1	-3	0	3	-1.5	1	-8	CCNS(=O)(=O)c1cc(OC)c(Cl)cc1OC
-2	0	-2	7	-2	-8	1	-2.0	-7	1	CC(C)(C)OC(=O)N1Cc2ccccc2C[C@H]1C(=O)NCC(=O)NC1CCCCC1
-3	0	-6	-8	-6	0	3	-3.2	2	-1	CC(C)(CNC(=O)Cc1ccc(Cl)cc1Cl)N1CCOCC1
-3	-2	6	7	7	2	-5	-1.4	6	-2	O=C(Nc1ccn(CCCNCCCN2CCCC2=O)c(=O)n1)OCc1ccccc1
0	0	-2	-7	6	0	-1	2.6	7	0	C/C(Cl)=C/Cn1c(NCCCn2ccnc2)nc2c1c(=O)[nH]c(=O)n2C
-1	0	-27	1	3	-12	-4	-1.1	-8	-2	CCOC(=O)/C=C/c1ccc(C(F)(F)F)cc1S(=O)(=O)NC(C)(C)C
2	5	0	-4	21*	-23	4	-0.4	3	-5	Nc1nnn(CC(=O)N/N=C/c2cn[nH]c2-c2ccccc2)n1
4	1	-3	-6	-3	-1	-6	-1.8	1	4	Cc1ccnc(NS(=O)(=O)c2ccc(NC(=O)C3CC3)cc2)n1
0	1	-6	-8	4	-22	-1	-1.6	1	-5	CSCCC(NC(=O)COc1ccccc1)C(=O)NCc1cccs1 (centres undefined)
-2	0	2	-1	-7	-1	1	0.1	-2	-7	CCC(C)NC(=O)Cn1c(COc2ccc(Cl)cc2Cl)nc2ccccc21 (centres undefined)
-3	-3	9	4	0	17	-2	-0.9	-2	1	CCc1ccc(C(=O)NNC(=O)c2ccc(=O)n(C)n2)cc1
2	0	1	7	8	1	-1	0.2	3	3	COc1ccc(C(O)c2ncc(C(F)(F)F)cc2Cl)cc1 (centres undefined)
-5	3	-15	-8	-10	-22	4	3.0	-31	-3	Nc1cc(=O)[nH]c(SCC(=O)N2N=C(c3ccc4ccccc4c3)CC2c2ccccc2)n1 (centres undefined)
-2	3	2	3	4	-3	-1	-2.0	-6	-4	S=C(NCCN1CCCCC1)Nc1ccccc1
2	2	0	4	-4	2	-3	-0.1	-14	2	COC(=O)c1sccc1NC(=O)c1ccc(C(C)C)cc1
-3	-2	-3	x	-7	2	1	x	x	-6	COC(=O)C[C@H]1CC[C@@H]2[C@@H](COc3ccc(NC(=O)c4ccccc4)cc3C(=O)N2C)O1
-3	-1	-5	8	2	-3	-1	-2.0	-5	-2	COc1ccccc1NC(=O)CN1CCC(n2c(C)nc3cc(F)ccc32)CC1
-1	1	-5	-1	-1	1	-4	0.1	-5	1	CCCCn1c(N)c(N(CCOC)C(=O)c2cccc(S(=O)(=O)N(C)c3ccc(C)cc3)c2)c(=O)[nH]c1=O
2	14	-20	-5	3	-9	1	0.6	-11	-2	CC1=C(C(=O)OC(C)C)C(c2cccs2)C(C(=O)OC(C)C)=C(C)N1
0	2	-11	9	-14	-16	1	0.7	6	0	O=C(Oc1ccc(/C=N/O)cc1)c1ccccc1
1	4	-4	1	2	-21	-5	-0.4	-1	-2	CCCCC(=O)Nc1nnc(S(=O)(=O)N(C)Cc2ccco2)s1
1	2	-2	3	-2	10	1	-1.1	-2	0	COc1ccc(N2C(=O)CC(N3CCN(C4CCc5ccccc5C4)CC3)C2=O)cc1 (centres undefined)
-2	-1	1	-7	2	5	2	2.9	2	1	Fc1ccc(-c2nnc(CN3CCC(c4nc5ccccc5s4)CC3)o2)cc1
-1	0	3	-4	-1	4	1	1.0	1	-2	O=C(Nc1ccc(N2CCOCC2)cc1)C1(S(=O)(=O)c2ccccc2)CC1
0	2	-1	6	2	4	3	8.8*	3	2	Cc1ccc(-n2nc3c(c2NC(=O)c2ccccc2Br)CS(=O)C3)cc1 (centres undefined)
0	3	-3	-1	-16	-10	-2	0.5	1	-5	O=C1NC2(CCCCC2)Oc2ccccc21
0	2	1	0	-9	3	3	-0.7	0	3	O=C(CSCc1nc2c(nnn2Cc2ccc(F)cc2)c(=O)[nH]1)Nc1c(Cl)cc(Cl)cc1Cl
-5	-3	-9	5	1	-1	4	-2.8	-15	1	CCN(Cc1nc2ccccc2c(=O)[nH]1)C(=O)COc1ccccc1Cc1ccccc1
-1	-2	-1	4	3	2	-1	-2.2	-6	-6	CCC(=O)N1CCN(c2nc(C)nc3sc(C)c(C)c23)CC1
1	4	-5	-4	4	0	-2	0.2	5	3	CSc1ccccc1C(=O)N1CCOCC1
5	1	4	1	-4	-2	1	-2.0	-1	1	CN1C(=O)[C@H]2[C@@H](c3ccc(C(F)(F)F)cc3)N[C@]3(CCCN(Cc4ccc(Cl)cc4)C3=O)[C@H]2C1=O
1	1	-2	6	-5	6	-2	0.5	5	4	CCOc1ccc(OCC)c(S(=O)(=O)n2ccnc2C)c1
0	-1	7	1	-7	7	0	-3.0	-3	-2	CCCCNC(=O)c1ccc2c(=O)n(CCCOCC)c(=S)[nH]c2c1
-3	-1	-4	7	-4	8	5	-2.5	-6	0	CCC(=O)c1ccc(OCC(=O)Nc2ccccc2N2CCOCC2)cc1

Entries of single compounds from above. Order of values: PRMT1 FP inh | UHRF1 binding | ABHD4 inh | TCR-CD3 inh | SIAE inh | TDP2 absorb | LEDGF integ inh | PG9 binder | HTRA1 inh | Tn7 DDE FP
`COC(=O)c1sccc1NC(=O)c1ccc(C(C)C)cc1` is listed with 2 | 2 | 0 | 4 | -4 | 2 | -3 | -0.1 | -14 | 2
`CCCCn1c(N)c(N(CCOC)C(=O)c2cccc(S(=O)(=O)N(C)c3ccc(C)cc3)c2)c(=O)[nH]c1=O` is listed with -1 | 1 | -5 | -1 | -1 | 1 | -4 | 0.1 | -5 | 1
`CCc1ccc(C(=O)NNC(=O)c2ccc(=O)n(C)n2)cc1` is listed with -3 | -3 | 9 | 4 | 0 | 17 | -2 | -0.9 | -2 | 1
`Nc1cc(=O)[nH]c(SCC(=O)N2N=C(c3ccc4ccccc4c3)CC2c2ccccc2)n1` (centres undefined) is listed with -5 | 3 | -15 | -8 | -10 | -22 | 4 | 3.0 | -31 | -3

Among those listed so far, three contain a furan ring, fused or not:
PRMT1 FP inh	UHRF1 binding	ABHD4 inh	TCR-CD3 inh	SIAE inh	TDP2 absorb	LEDGF integ inh	PG9 binder	HTRA1 inh	Tn7 DDE FP	Structure
-2	-6	-9	3	6	-3	5	-2.7	-20	-5	Cc1occc1C(=O)N/N=C/c1cccc2ccccc12
3	5	1	-12	-2	5	-2	0.9	11	1	CN(C)C(CNC(=O)c1ccc2[nH]c(=O)c(=O)[nH]c2c1)c1ccco1 (centres undefined)
1	4	-4	1	2	-21	-5	-0.4	-1	-2	CCCCC(=O)Nc1nnc(S(=O)(=O)N(C)Cc2ccco2)s1

Later entries.
PRMT1 FP inh	UHRF1 binding	ABHD4 inh	TCR-CD3 inh	SIAE inh	TDP2 absorb	LEDGF integ inh	PG9 binder	HTRA1 inh	Tn7 DDE FP	Structure
-4	-3	2	8	-1	2	1	1.8	5	7	COc1ccc(N2CCN(Cc3nc4c(c(=O)n(C)c(=O)n4C)n3C(C)C(C)=O)CC2)cc1 (centres undefined)
-1	-1	-1	-8	9	-1	-3	0.7	2	-1	O=C1NC(=Nc2ccccc2)c2c1cccc2[N+](=O)[O-]
-2	3	-3	7	4	-8	1	3.0	-1	11	CS(=O)(=O)N(CCc1ccccc1)CC(=O)NCc1ccncc1
-3	-2	3	2	3	6	3	-0.4	4	-7	COc1ccc(CNC(=O)CCCn2c(SCC#N)nc3cc4c(cc3c2=O)OCO4)cc1

Entries listed above shown as hits in PG9 binder:
PRMT1 FP inh	UHRF1 binding	ABHD4 inh	TCR-CD3 inh	SIAE inh	TDP2 absorb	LEDGF integ inh	PG9 binder	HTRA1 inh	Tn7 DDE FP	Structure
0	2	-1	6	2	4	3	8.8*	3	2	Cc1ccc(-n2nc3c(c2NC(=O)c2ccccc2Br)CS(=O)C3)cc1 (centres undefined)

Another view of part of the listing above.
compound | PRMT1 FP inh | UHRF1 binding | ABHD4 inh | TCR-CD3 inh | SIAE inh | TDP2 absorb | LEDGF integ inh | PG9 binder | HTRA1 inh | Tn7 DDE FP
COc1ccc(CNC(=O)CCCn2c(SCC#N)nc3cc4c(cc3c2=O)OCO4)cc1 | -3 | -2 | 3 | 2 | 3 | 6 | 3 | -0.4 | 4 | -7
O=C1NC(=Nc2ccccc2)c2c1cccc2[N+](=O)[O-] | -1 | -1 | -1 | -8 | 9 | -1 | -3 | 0.7 | 2 | -1

Not a hit list (roughly 4.2% active in at least one column).
